# Screens: PubChem BioAssay, The Scripps Research Institute Molecular Screening Center
# OXTR agonist – agonists of human oxytocin receptor; P30559; CHO-OTR cells, Fluo-8 calcium fluorescence; normalized: DMSO 0%, oxytocin 100%; activation, % at 3 µM; 320,000 compounds, 0.32% hits; AID 2435;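 active = activation above the mean of all tested compounds plus 3 SD, cutoff set per screening run, cut at about 20% in these data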;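 also: peak over basal fluorescence ratio from a 100 s FLIPR kinetic read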
# V1R ag counter – activates human V1a receptor in oxytocin agonist counter-screen; P37288; CHO-V1R cells, Fluo-8 calcium fluorescence, agonist mode; 0% DMSO, 100% 3 nM vasopressin; activation, % at 3 µM; 320,000 compounds, 0.25% hits;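 active = activation above the mean activation of all tested compounds plus 3 SD, per screening run, cut at about 20% in these data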;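 also: signal is peak over basal fluorescence ratio across a 100 second FLIPR read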
# Target sequence (P37288 whole entry, looked up): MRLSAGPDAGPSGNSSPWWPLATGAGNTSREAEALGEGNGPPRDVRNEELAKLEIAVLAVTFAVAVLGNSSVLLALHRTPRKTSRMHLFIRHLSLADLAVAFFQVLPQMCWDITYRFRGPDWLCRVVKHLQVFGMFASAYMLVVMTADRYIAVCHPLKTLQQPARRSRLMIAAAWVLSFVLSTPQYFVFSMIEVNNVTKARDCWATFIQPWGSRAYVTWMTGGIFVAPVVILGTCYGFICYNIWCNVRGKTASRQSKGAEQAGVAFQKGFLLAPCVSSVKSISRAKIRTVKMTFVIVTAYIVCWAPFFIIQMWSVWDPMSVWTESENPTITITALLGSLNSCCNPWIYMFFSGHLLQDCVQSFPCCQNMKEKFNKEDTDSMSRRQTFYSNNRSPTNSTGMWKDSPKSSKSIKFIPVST
# GalR3 antagonist – human GalR3 antagonism. O60755. 360,000 compounds, 0.44% hits. inhibition, % at 3 µM. HEK293 GalR3-CNG cAMP membrane potential fluorescence; galR3 body fused to GalR1 C-terminus;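 active = inhibition above the screen-wide average plus 3 SD, cut at about 13% in these data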;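 also: forskolin and galanin both at EC90 stimulate the cells; cAMP rise reported by CNG channel membrane potential dye signal; 0% = forskolin plus galanin with DMSO and 100% = forskolin alone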
# Target sequence (O60755 1-299 limits assumed): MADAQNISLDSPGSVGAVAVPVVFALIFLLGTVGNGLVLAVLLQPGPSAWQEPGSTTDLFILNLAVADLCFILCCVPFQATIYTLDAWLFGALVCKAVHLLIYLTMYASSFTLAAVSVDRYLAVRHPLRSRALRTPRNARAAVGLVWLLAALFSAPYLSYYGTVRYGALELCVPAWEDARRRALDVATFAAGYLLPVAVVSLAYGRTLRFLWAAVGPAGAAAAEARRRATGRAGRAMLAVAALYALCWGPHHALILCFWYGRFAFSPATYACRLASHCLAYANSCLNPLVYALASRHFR
# * marks the source's active call; other numbers are inactive results. These rows are one share of the data; count on the stated rates, not on these rows.
smiles	OXTR agonist	V1R ag counter	GalR3 antagonist
CCOC(=O)CCCCCC(=O)Nc1ccc2c(c1)C(=O)N([C@H](C)CO)C[C@@H](C)[C@H](CN(C)Cc1ccc3c(c1)OCO3)O2	0.7	1.4	-6
Cc1cc(F)ccc1NC(=O)CCc1ccc(S(=O)(=O)N2CCOCC2)cc1	1.2	1.5	3
CN(C(=O)Cn1nc(C(=O)O)c2ccccc2c1=O)C1(C#N)CCCCC1	1.2	0.7	-6
Cc1ccc(NS(=O)(=O)c2ccc(C)c(NC(=S)NCCN3CCOCC3)c2)c(C)c1	0.6	0.4	-2
CCCCn1c(N)c(N(CC(C)C)C(=O)CSCc2cccc(C)c2)c(=O)[nH]c1=O	-0.3	0.2	-1
CC(C)OCCCNC(=O)c1cccc2c1C(=O)c1ccc(Cl)cc1S2(=O)=O	1.0	-0.6	-1
O=C1CC2(CCN(C(=O)c3cccc([N+](=O)[O-])c3)CC2)Oc2ccccc21	1.3	1.6	0
COc1ccc(-c2cn(CCO)c(-c3ccncc3)n2)cc1	0.1	1.0	-7
CCOC(=O)c1c(NC(=O)COC(=O)CCCOc2ccc(OC)cc2)sc(C(=O)NC)c1C	-0.8	1.2	-3
CC(C)(C)c1ccc(NC(=O)CN2C(=O)NC(C)(C3CC3)C2=O)cc1 (centres undefined)	1.2	0.5	-3
CCN(CC(=O)NC1CCS(=O)(=O)C1)S(=O)(=O)c1cc(C)ccc1C (centres undefined)	0.1	0.1	-2
COc1ccc(NS(=O)(=O)c2ccc(Cl)c(NC(=O)c3ccccc3F)c2)cc1	7.9	1.1	-3
CC(=O)C[C@@H](O)CC(=O)[C@H]1OC(=O)CC/C=C\Cc2ccccc21	-0.2	-1.0	0
COc1ccc(NC(=O)N(C)C[C@H]2Oc3c(NC(=O)c4ccncc4)cccc3C(=O)N([C@H](C)CO)C[C@@H]2C)cc1	1.7	1.7	-7
O=S(=O)(c1cccc(Cl)c1)N1CCN(S(=O)(=O)c2ccc3c(c2)OCCO3)CC1	0.1	0.8	6
CCN(CC(=O)Nc1c(F)cccc1F)C(=O)c1ccc(N2C(=O)c3ccccc3C2=O)cc1	3.5	0.1	-1
O=C(c1cc(Cl)ccc1O)N1CCN(S(=O)(=O)Cc2ccccc2)CC1	9.1	7.1	-7
O=C1OC(=O)c2cc([N+](=O)[O-])ccc21	0.8	0.3	0
O=C1CC2(CCN(C(=O)c3ccccc3F)CC2)Oc2ccccc21	0.8	0.5	-6
O=C(CN1C(=O)c2ccccc2S1(=O)=O)Nc1ccon1	-0.5	1.5	-4
O=C(Nc1cccc(S(=O)(=O)N2CCOCC2)c1)c1cc(=O)[nH]c2ccccc12	1.3	1.1	-6
COc1cc(C(=O)OCc2cccc(S(=O)(=O)N3CCOCC3)c2)ccc1OCC(C)C	-0.5	0.1	-5
CCc1noc(C)c1C(=O)N(C)CC(=O)Nc1ccc(OC)cc1	0.6	0.4	-4
CCOC(=O)C1=C(COC(=O)Cc2ccc(Cl)cc2)NC(=O)NC1C (centres undefined)	-0.4	4.0	-6
C[C@]1(OC(=O)/C=C/c2ccccc2)C[C@@H](O)[C@]2(O)C=CO[C@@H](O[C@@H]3O[C@H](CO)[C@@H](O)[C@H](O)[C@H]3O)[C@@H]21	-0.4	1.4	-1
NS(=O)(=O)c1ccc(NC(=O)c2ccc(OCC3CCCO3)cc2)cc1 (centres undefined)	1.3	1.1	-5
CCN(CC(=O)Nc1c(F)cccc1F)C(=O)CNC(=O)c1ccco1	1.9	0.7	4
CC(=O)c1cccc(NC(=O)CSc2nc(=O)n(CCN3CCOCC3)c3c2CCCC3)c1	-1.8	-0.4	0
COc1ccc2oc(C(=O)NNC(=O)c3ccc(F)cc3)c(C)c2c1	-0.3	-0.4	-2
COc1cc(C(=O)NCC(=O)Nc2c(C)cccc2C)ccc1OCC(=O)N1CCOCC1	1.6	1.6	-1

# Carrying on.
smiles	OXTR agonist	V1R ag counter	GalR3 antagonist
Cc1ccc(OCCC(=O)N(Cc2ccccc2)c2c(N)n(Cc3ccccc3)c(=O)[nH]c2=O)cc1	-2.9	-1.1	-2
Cc1noc(C)c1CSCC(=O)Nc1ccc(S(C)(=O)=O)cc1	0.9	0.4	3
CCOC(=O)C1=C(C)NC(=O)NC1C(C)C (centres undefined)	0.5	1.2	-7
O=C(COC(=O)CNC(=O)c1ccc(Cl)cc1Cl)NCc1ccco1	-1.3	-0.4	1
O=C(/C=C/c1ccccc1)OCC(=O)c1ccc[nH]1	0.2	1.8	-4
O=C(CN1CCN(S(=O)(=O)c2cccc(Br)c2)CC1)NCCc1cccs1	4.0	3.3	-5
CCCNC(=O)C(Cc1ccccc1)NC(=O)c1cccc([N+](=O)[O-])c1 (centres undefined)	-0.1	-0.8	-7
O=C(COC(=O)c1ccc(F)c(S(=O)(=O)N2CCOCC2)c1)NCc1ccc(F)cc1	2.3	3.5	1
Cc1cccn2c(=O)c(C(=O)NC3CC(C)CC(C)(C)C3)c(O)nc12 (centres undefined)	0.3	1.4	-1
Cc1cccnc1NC(=O)CNC(=O)c1sc2ccccc2c1Cl	-0.2	1.1	-5
Cc1ccc(NC(=O)CN(C)C(=O)COC(=O)[C@@H](NC(=O)c2ccccc2F)C(C)C)cc1	-1.0	0.5	-6
CS(=O)(=O)c1ccc(C(=O)OCC(=O)Nc2cccc(S(=O)(=O)N3CCCC3)c2)cc1	0.9	0.4	-5
CCN(CC(=O)Nc1ccccc1OC)C(=O)C1CCCC1	-0.3	-0.6	-5
O=C(CSc1nc(=O)n(CCCN2CCOCC2)c2c1CCC2)Nc1ccc([N+](=O)[O-])cc1	-1.0	-1.5	-4
COC(=O)[C@@H](Cc1ccccc1)NC(=O)Cn1cnc2c(SC)nc(N)nc21	-0.1	1.1	-5
COc1ccc(Cl)cc1NC(=O)CN(C)C(=O)c1ccc(-n2nc(C)cc2C)cc1	5.7	4.3	-6
Nc1ccn(CC(=O)NCCc2ccccn2)c(=O)n1	0.0	0.4	-4
O=C1N[C@@H](Cc2ccccc2)C(=O)N2[C@@H]3N(S(=O)(=O)c4ccc(F)cc4)c4ccccc4[C@]3(Br)C[C@@H]12	-1.3	-0.2	-5
COCCNc1nnc(SCC(=O)Nc2cc(C)on2)s1	0.6	0.1	-2
COc1cccc(CNC(=O)COC(=O)c2c(NC(C)=O)sc(C)c2C)c1	-1.0	-0.7	-4
CCOC(=O)N1CCN(C(=O)c2cc(S(=O)(=O)N3CCc4ccccc43)ccc2OC)CC1	-1.3	-0.5	-3
COC(=O)[C@]1(C)N[C@H](CN(C)C(=O)C2CCCCC2)[C@@H]2C(=O)N(Cc3ccccc3)C(=O)[C@@H]21	-0.3	0.8	-5
O=C(C[C@@H]1C/C=C\CCC(=O)OC[C@@H]2CCCN2C1=O)NCCO	2.2	1.0	-1
CSCCC(NC(=O)c1ccccc1Cl)C(=O)N1CCC1 (centres undefined)	-0.1	0.0	0
CCOc1ccc(C(=O)CCC(=O)N(CC)CC(=O)Nc2c(F)cccc2F)cc1	-1.0	-0.6	-2
O=C1C=C(c2ccc(OC(F)(F)F)cc2)C[C@@H](c2ccc(Cl)cc2)C1	0.0	2.3	-8
COc1ccc(-c2cn(CCC(=O)NCc3ccc(C)cc3)c(CCN)n2)cc1	-0.9	-0.3	-7
COC(=O)[C@]1(Cc2ccccc2)N[C@H](CN(C)C(=O)Nc2ccc(Cl)cc2)[C@@H]2C(=O)N(C)C(=O)[C@@H]21	-0.6	0.8	-6
COc1ccc(C)cc1NC(=O)CSc1nnc2ccc(-c3ccncc3)nn12	-0.2	0.3	-2
O=C(Nc1nc(-c2ccccn2)cs1)c1ccc(-c2ccccc2F)o1	-1.0	-0.2	3

# Rewritten with two lines to a compound: 5 of the compounds above
# Sequence of screens: OXTR agonist	V1R ag counter	GalR3 antagonist
O=C(Nc1nc(-c2ccccn2)cs1)c1ccc(-c2ccccc2F)o1
    -1.0	-0.2	3
Cc1cccnc1NC(=O)CNC(=O)c1sc2ccccc2c1Cl
    -0.2	1.1	-5
Nc1ccn(CC(=O)NCCc2ccccn2)c(=O)n1
    0.0	0.4	-4
Cc1noc(C)c1CSCC(=O)Nc1ccc(S(C)(=O)=O)cc1
    0.9	0.4	3
Cc1ccc(NC(=O)CN(C)C(=O)COC(=O)[C@@H](NC(=O)c2ccccc2F)C(C)C)cc1
    -1.0	0.5	-6

# Other structures
smiles	OXTR agonist	V1R ag counter	GalR3 antagonist
O=C1N[C@@H](Cc2ccccc2)COC(=O)[C@@H](Cc2ccc(F)cc2)CC/C=C/C[C@H]1CC(=O)N(CCO)Cc1ccccc1	0.1	6.7	-8
CSCCC(NC(=O)COc1ccccc1)C(=O)N1CC(C)OC(C)C1 (centres undefined)	-0.3	-0.2	-1
CN(C)CCn1c2c(c(SCC(=O)Nc3ccc4c(c3)OCCO4)nc1=O)CCC2	-1.2	-0.4	-2
Cc1ccc(S(=O)(=O)N(C)C[C@@H]2Oc3ccc(NC(=O)CCC(F)(F)F)cc3CC(=O)N([C@@H](C)CO)C[C@@H]2C)cc1	2.0	0.6	3
COc1ccc(NC(=O)c2cc(-c3ccccc3)nc3c2cnn3C(C)C)c(OC)c1	-1.5	0.4	-6
Nc1c(C(=O)OCC(=O)Nc2ccccc2Br)[nH]c(=O)[nH]c1=O	1.6	1.6	-2
CCN(CC(=O)NCc1cccs1)C(=O)COc1ccccc1C#N	1.1	1.2	-4
Cc1ccc(S(=O)(=O)N2[C@@H](c3ccc(Cl)cc3)C(C(=O)O)=CC[C@H]2c2cccc(Cl)c2)cc1	0.5	0.1	2
COc1ccccc1N1CCN(Cc2cc(=O)c(OCC(=O)Nc3ccccc3)co2)CC1	4.6	1.7	-2
O=C(/C=C/c1cccc(F)c1)OCC(=O)N1CCc2ccccc21	-1.1	0.6	-4
COc1cc(/C=C/C(=O)O)cc(S(=O)(=O)NNC(=O)c2ccc3c(c2)OCO3)c1OC	2.4	0.8	-3
CC12CCC(=O)N1C(C(=O)N1CCN(c3ccc([N+](=O)[O-])cc3)CC1)CS2 (centres undefined)	4.9	5.8	-7
Cn1cccc1C(=O)NC1CCCCC1	0.0	-0.2	-1
CCC1CCCCN1C(=O)CSc1nnc2nc(C)cc(C)n12 (centres undefined)	0.5	0.5	-6
COC(=O)CCC(=O)OC	0.9	1.4	-3
CCN1C(=O)[C@H]2[C@@H](c3ccc(-c4ccc(Cl)c(Cl)c4)cc3)N[C@@](CC(C)C)(C(=O)OC)[C@H]2C1=O	-0.1	1.2	1
Cc1ccc(C(=O)NCC2CCCN2S(=O)(=O)c2cccs2)cc1C (centres undefined)	0.3	-0.8	-5
Cc1cccc(C)c1NC(=O)CNC(=O)C1CC(=O)N(Cc2ccccc2)C1 (centres undefined)	0.6	-1.4	2
CCN(Cc1ccccc1)C(=O)COC(=O)c1c(C)nsc1NC	8.1	7.2	-4
CC1CCN(C(=O)c2[nH]cnc2C(=O)N[C@H](C)c2ccccc2)CC1	-0.7	-0.3	0
COc1ccc(NC(=O)Nc2cccc3c2O[C@@H](CN(C)S(=O)(=O)c2cn(C)cn2)[C@@H](C)CN([C@H](C)CO)C3=O)cc1	1.7	0.8	-4
CCS(=O)(=O)N(CC(=O)Nc1cccc2ccccc12)c1ccc(OC)cc1	-0.3	0.4	-10
COc1ccc(-c2sc3cc4c(cc3c2-c2ccc(OCCN3CCOCC3)cc2)OCO4)cc1	1.5	-0.1	-5
Cc1cc(Br)c(NC(=O)COC(=O)C2CCCCC2)c(Br)c1	-2.0	-0.8	-6
Oc1cc(O)cc(-c2cc3ccc(O)cc3o2)c1	0.6	0.5	-5
COc1ccc(CCNC(=O)COC(=O)C2CC2)cc1OC	2.2	0.9	-6
Cc1nn(Cc2ccccc2)c(C)c1C(=O)NCCCN1CCCC1=O	1.6	-0.2	-8
CC1CCCC(NC(=O)CNC(=O)c2cccs2)C1C (centres undefined)	-0.2	-0.5	-3
COc1cc(Br)cc(C(c2c(C)n(C)n(-c3ccccc3)c2=O)c2c(C)n(C)n(-c3ccccc3)c2=O)c1O	0.3	-0.3	-4
CCc1nnc(SCC(=O)Nc2ccc3ccccc3c2)n1N	0.7	0.2	-6

# (listing goes on)
smiles	OXTR agonist	V1R ag counter	GalR3 antagonist
COc1cc(C(=O)Nc2cccc(S(=O)(=O)N3CCCC3)c2)c([N+](=O)[O-])cc1OC	0.6	0.8	-2
O=C(CCCOc1ccccc1)Nc1cccc(S(=O)(=O)N2CCCCC2)c1	1.7	2.8	-7
Cc1nn(-c2ccccc2)c(C)c1NC(=O)COC(=O)Cc1cccc(C(F)(F)F)c1	-1.6	1.5	-2
Cc1csc(SCC(=O)NC2CCCC2)n1	1.3	0.2	-7
O=C(CSc1n[nH]c(-c2ccc(Br)cc2)n1)N1CCOCC1	0.7	1.2	-1
Cc1csc(=O)n1CC(=O)OCC(=O)NNC(=O)c1ccc(Cl)cc1	-0.8	0.3	-4
Cc1noc(C)c1C(=O)OCC(=O)Nc1ncc(Cl)c(C)c1Cl	0.2	0.9	-5
O=C(Nc1ccccc1N1CCCC1)C1CC(=O)N(Cc2ccccc2)C1 (centres undefined)	-0.5	-0.3	-3
